Screens as filed in PubChem.
PG9 Ab binder = small molecules binding HIV-1 gp120 antibody PG9. actives 0.43% (n = 360,000). TR-FRET gp120-PG9 antibody binding. inhibition, % at 6.7 µM; in the data active = inhibition above about 8.5%
TDP2 absorb = blocks human TDP2 phosphodiesterase activity | O95551 | inhibition, % at 12.8 µM | recombinant TDP2, T5PNP hydrolysis, p-nitrophenol absorbance 415 nm | actives 0.34% (n = 370,000);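 active = inhibition above the mean of all tested compounds plus 3 SD, set per campaign, cut at about 25% in these data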;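 also: 0% = DMSO with enzyme and 100% = buffer with substrate but no TDP2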
Target sequence (O95551 whole entry, looked up): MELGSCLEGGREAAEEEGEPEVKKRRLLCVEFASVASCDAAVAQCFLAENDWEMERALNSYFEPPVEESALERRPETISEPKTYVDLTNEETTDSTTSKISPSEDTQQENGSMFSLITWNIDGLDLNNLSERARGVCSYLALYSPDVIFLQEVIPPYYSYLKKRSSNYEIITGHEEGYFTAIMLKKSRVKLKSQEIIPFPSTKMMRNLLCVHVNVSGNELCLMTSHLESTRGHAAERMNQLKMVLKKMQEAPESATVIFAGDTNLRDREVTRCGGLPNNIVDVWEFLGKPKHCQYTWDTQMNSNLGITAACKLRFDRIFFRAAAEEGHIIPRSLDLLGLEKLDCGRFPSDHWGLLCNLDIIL
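Test system: Human TDP2 enzyme | Reagent: 5 mM T5PNP | Compound dosing: 12.8 µM single point, 1% DMSO | Incubation: Enzyme reaction with compound for 2 h at 37 °C | Technique: p-Nitrophenol epi absorbance | Read-out: % inhibition relative to enzyme-containing and enzyme-free wells | Benchmarks: High control without enzyme, low control DMSO plus TDP2 | Replicates: Singlicate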
rCAG binder = binds r(CAG) RNA repeats; r(CAG) RNA repeat, TO-PRO-1 dye displacement fluorescence; inhibition, % at 3 µM; actives 1.3% (n = 370,000);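 active = inhibition above the plate cutoff, the mean of all test compounds on that plate plus 3 SD, cut at about 35% in these data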;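 also: 0% = DMSO alone and 100% = 100 µM mitoxantrone as full dye displacement; higher means more dye released from RNA so lower well fluorescence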
SIAE primary = human SIAE inhibition, primary screen. Q9HAT2. SIAE FP-Rh probe binding, fluorescence polarization. actives 0.69% (n = 370,000). AID 1053197. inhibition, % at 9.66 µM;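 active = inhibition above a cutoff: mean of compounds within the control limits plus 3 SD of those, cut at about 17% in these data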;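 also: 0% = plate median of compound wells and 100% = probe without SIAE protein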
TCR CD3 inh = inhibitors of human TCR-CD3 interaction. TAMRA-labeled TCR probe fluorescence, biochemical. AID 651800. inhibition, % at 9.4 µM. actives 0.37% (n = 360,000); in the data active = inhibition above about 19%;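 also: recombinant mutant TCR 2C K166C tagged with TAMRA read by polarization; 0% = receptor in buffer alone and 100% = receptor with positive control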
NR1D1 modulator = modulates human Rev-erb alpha binding to DNA; Rev-erbα–FITC-DNA binding, fluorescence polarization, 90 min; actives 0.79% (n = 370,000); activity, % at 10 µM;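 active = activity above about 14%, limit read from the data; passing the limit was not always enough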;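 also: 0% = DMSO wells with 35 nM protein and 100% = DMSO wells with 750 nM protein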
HTRA1 inh = blocks human HTRA1 serine peptidase. Q92743. recombinant HTRA1, FP-rhodamine activity-based probe, fluorescence polarization. inhibition, % at 5.96 µM. actives 0.5% (n = 340,000). AID 504803; in the data active = inhibition above about 36%;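 also: 0% = enzyme with DMSO and 100% = wells lacking enzyme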
PRMT1 inh = blocks human protein arginine methyltransferase 1. recombinant PRMT1, activity-based probe fluorescence polarization. inhibition, % at 2.79 µM. actives 1.3% (n = 370,000);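 active = inhibition above about 21% made by adding two undisclosed values, limit read from the data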
Target sequence (Q99873 whole entry, looked up): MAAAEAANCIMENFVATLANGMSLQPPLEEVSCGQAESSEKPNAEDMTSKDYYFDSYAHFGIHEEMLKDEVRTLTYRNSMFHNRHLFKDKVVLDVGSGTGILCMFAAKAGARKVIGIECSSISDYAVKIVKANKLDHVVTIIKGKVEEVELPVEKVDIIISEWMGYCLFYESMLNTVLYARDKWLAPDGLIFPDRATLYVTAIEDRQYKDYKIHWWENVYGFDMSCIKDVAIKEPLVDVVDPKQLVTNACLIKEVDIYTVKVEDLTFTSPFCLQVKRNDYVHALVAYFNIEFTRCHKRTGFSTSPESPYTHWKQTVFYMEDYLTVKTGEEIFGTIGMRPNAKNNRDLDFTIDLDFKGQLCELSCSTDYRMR
mABHD4 FP = inhibits mouse alpha/beta hydrolase domain 4; Q8VD66; purified mABHD4, FP-Rh probe fluorescence polarization; inhibition, % at 8.92 µM; actives 0.54% (n = 370,000); AID 720543;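 active = inhibition exceeding the mean over every tested compound plus 3 SD, cut at about 30% in these data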;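 also: 0% = plate median of compound wells and 100% = S159A mutant with DMSO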
Target sequence (Q8VD66 whole entry, looked up, the tested form may be a part): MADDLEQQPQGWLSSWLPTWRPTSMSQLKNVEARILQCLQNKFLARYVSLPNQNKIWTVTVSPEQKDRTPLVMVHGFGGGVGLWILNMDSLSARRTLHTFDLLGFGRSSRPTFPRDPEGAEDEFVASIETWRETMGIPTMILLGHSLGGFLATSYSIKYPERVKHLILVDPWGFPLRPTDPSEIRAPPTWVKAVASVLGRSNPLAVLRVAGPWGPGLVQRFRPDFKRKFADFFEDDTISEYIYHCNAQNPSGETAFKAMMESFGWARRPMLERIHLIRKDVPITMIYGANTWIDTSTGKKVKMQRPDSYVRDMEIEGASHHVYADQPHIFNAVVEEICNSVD
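Assay system: mouse ABHD4 enzyme, wild type / Also added: fluorescent activity-based probe FP-Rh / Doses: single nominal dose of 8.92 µM, 0.89% DMSO final / Timing: 45 min compound pre-incubation plus 60 min probe step, 25 °C / Signal: FP readout, ex 525 nm / em 598 nm / Control set: S159A mutant/DMSO as 100%, compound-well median as 0%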
LEDGF integ inh = blocks HIV-1 LEDGF/p75-dependent DNA integration; TR-FRET IN-LEDGF/p75 DNA integration, Eu/Cy5; inhibition, % at 3.7 µM; actives 0.64% (n = 370,000);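 active = inhibition above the screen-wide mean plus 3 SD, cut at about 13% in these data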;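 also: signal is the Cy5 over europium emission ratio at 671 and 618 nm; 0% = plate median of compound wells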
* = called active by the depositor; nt = no result given; & = joins results of further samples.

SMILES | PG9 Ab binder | TDP2 absorb | rCAG binder | SIAE primary | TCR CD3 inh | NR1D1 modulator | HTRA1 inh | PRMT1 inh | mABHD4 FP | LEDGF integ inh
CCCC(NCC(=O)Nc1cc(S(=O)(=O)N2CCOCC2)ccc1OC)c1ccccc1 (configuration not stated) | -2.0 | -8 | -2 | 8 | -10 | 1 | -14 | -3 | -7 | 3
CCc1nc2ccccc2nc1N1CCN(S(=O)(=O)c2ccc(Cl)cc2)CC1 | -3.9 | -10 | 0 | 11 | -3 | 13 | -13 | -8 | -2 | 6
O=C1c2cccc3cccc(c23)C(=O)N1CC1CCN(CC(O)COCc2ccc3c(c2)OCO3)CC1 (configuration not stated) | -0.6 | -8 | -1 | 15 | 7 | -6 | 2 | -3 | 2 | 4
O=C(Cn1ncc2c(=O)oc3ccccc3c21)N(Cc1ccco1)C1CCCCC1 | -1.4 | 3 | 4 | -5 | -4 | 7 | -2 | -3 | -1 | -1
O=C(NC(=S)N(CCc1ccccc1)CCc1ccccc1)c1ccco1 | -2.9 | 3 | 4 | 13 | 1 | -3 | -9 | 0 | 0 | 15*
O=S(=O)(c1ccc(NC(=S)N2CCCCC2CO)cc1)N1CCOCC1 (configuration not stated) | 2.9 | 5 | 5 | 6 | -2 | -3 | 4 | 8 | 8 | 0
Cc1ccc(CNC(=O)C2CCCN2S(=O)(=O)c2ccc(Cl)cc2)cc1 (configuration not stated) | -0.1 | 6 | -8 | 2 | -3 | -5 | -5 | -1 | 1 | -3
COc1ccc(/C=N/n2cncn2)cc1COc1ccc(NC(C)=O)cc1 | -1.0 | 10 | -3 | -3 | -2 | 2 | -1 | 1 | -16 | -3
CCC1CCCCN1CCCNC(=O)Cn1c2ccccc2c2nc(=O)cc(C)n21 (configuration not stated) | -0.4 | -1 | 0 | 8 | 3 | -2 | -1 | 1 | 5 | -1
Cc1ccc(C(=O)CSc2nnc(CNc3ccc(C)cc3C)o2)cc1 | 0.8 | -10 | 9 | -6 | 6 | 2 | -13 | -1 | 3 | -3
CN(CCC#N)C(=S)Nc1ccc(F)cc1 | -0.2 | 4 | 1 | 0 | 5 | -3 | nt | -4 | 2 | -1
CC[C@H](C)[C@H]1CNC(=S)N1CC1CCN(CCCC2CCCC2)CC1 | 0.9 | -7 | -2 | -8 | 3 | -3 | 5 | 1 | 6 | -2
COc1ccc(C(=O)/C=C/c2ccccc2)c(OC)c1 | 0.1 | 5 | -4 | 1 | 11 | -5 | -15 | -8 | -1 | 3
C[C@@H]1CN([C@H](C)CO)S(=O)(=O)c2ccc(C3=CCCCC3)cc2O[C@H]1CN(C)C(=O)Cc1cccnc1 | -0.2 | -22 | 0 | -7 | -11 | 3 | 7 | -5 | -2 | 7
O=C(CSc1nc2ccccc2c(=O)n1-c1ccc(F)c(Cl)c1)Nc1cccc(S(=O)(=O)N2CCOCC2)c1 | -0.9 | 10 | 19 | -57 | 22* | 38* | -35 | 2 | -44 | -2
COc1ccc2cc(S(=O)(=O)N3CCCCCC3)ccc2c1 | -1.7 | -9 | -2 | 3 | -2 | -2 | -22 | -3 | -6 | 3
Cc1cc(C)n2nc(SCC(=O)Nc3ccc(O)cc3)nc2n1 | -0.8 | 16 | 2 | 7 | 1 | -8 | -2 | 3 | 4 | -3
C[C@@H]1CN([C@@H](C)CO)C(=O)CCCn2cc(nn2)CO[C@H]1CN(C)C(=O)Nc1ccc(-c2cccs2)cc1 | -0.5 | 8 | 5 | 5 | -6 | -3 | nt | 3 | -4 | -3
C[C@H](CO)N1C[C@H](C)[C@@H](CN(C)C)Oc2c(NC(=O)c3ccncc3)cccc2C1=O | 0.1 | 3 | -6 | -2 | -1 | -4 | -5 | 1 | 3 | -1
COc1ccc(-n2cc(-c3ccccc3)c3c(=S)nc[nH]c32)cc1 | 2.4 | -20 | 12 | 4 | 2 | 5 | -6 | 1 | 5 | 4
N#Cc1cc2c(nc1SCC(=O)N1CCCCC1)CCCC2 | -2.6 | 5 | -6 | -1 | 1 | -3 | 0 | -2 | -1 | -1
CCC(C)NC(=O)CCNS(=O)(=O)c1ccc(Br)cc1 (configuration not stated) | -0.4 | -3 | -1 | -2 | 1 | 1 | -3 | 3 | -1 | 0
CCNC(=S)N1CCC(NC(=O)C2CCCCC2)CC1 | -0.8 | 0 | -1 | -6 | -4 | 0 | 2 | 2 | -8 | 3
Cc1nn(CC(=O)N2CCN(C34CC5CC(CC(C5)C3)C4)CC2)c(C)c1[N+](=O)[O-] | -3.3 | -3 | 4 | 0 | 1 | -2 | 2 | -4 | -2 | 0
Cc1ccc(OCC(=O)NCCNC(=O)c2ccco2)cc1C | -1.3 | 1 | -2 | 8 | -7 | 1 | 5 | 7 | 8 | -2
SMILES | PG9 Ab binder | TDP2 absorb | rCAG binder | SIAE primary | TCR CD3 inh | NR1D1 modulator | HTRA1 inh | PRMT1 inh | mABHD4 FP | LEDGF integ inh
CCOC(=O)Cn1cc(C#N)c2ccccc21 | -0.7 | 3 | -2 | -1 | 4 | 6 | 6 | -3 | -3 | 1
O=C(Nc1nccs1)c1ccc(N2C(=O)[C@@H]3[C@H](C2=O)[C@H]2C=C[C@@H]3C2)cc1 | -1.2 | 3 | -2 | -4 | -7 | -9 | -5 | 4 | 10 | -4
CC(=O)c1ccc(NC(=O)C2CCC(C)NC2=O)cc1 (configuration not stated) | 0.9 | 4 | -2 | 1 | -2 | -3 | 5 | 2 | 0 | 1
Cc1cccc(OCCCn2c(=O)sc3ccccc32)c1 | 0.0 | -1 | -5 | 0 | 10 | 0 | -31 | -1 | -5 | 1
CCOC(=O)c1cnc(SCC(=O)Nc2cc(C(F)(F)F)ccc2N2CCOCC2)nc1N | 0.6 | -2 | 0 | 4 | 0 | 5 | 3 | 1 | 0 | 0
CC(C)OC(=O)C1C(=O)CC(C)(O)C(C(=O)OC(C)C)C1c1cccc(O)c1 (configuration not stated) | -1.3 | -4 | -6 | 3 | -11 | 0 | 6 | 6 | -2 | -5
O=C(CCl)NCCCN(C(=O)C(Cl)Cl)c1ccc([N+](=O)[O-])cc1 | -1.8 | 0 | 3 | -1 | 10 | -4 | 2 | -2 | -6 | -4
Cc1ccc(-n2c(SCC(=O)N3CCOCC3)nc(O)cc2=O)cc1 | -0.3 | -1 | 6 | -1 | -2 | 2 | 5 | 2 | 3 | -2
CC1(C(=O)NC2CCCCC2)CCC(=O)N1Cc1cccs1 (configuration not stated) | 0.2 | 0 | 1 | 0 | 4 | -6 | -2 | -2 | -1 | -2
CCCCC(=O)NC(=S)Nc1cccc(Cl)c1N1CCCCC1 | -1.5 | 8 | 2 | -8 | -7 | -2 | -3 | 0 | -4 | 0
COCCNc1nc(NCc2ccc(NC(C)=O)cc2)c2sc(-c3ccccc3)cc2n1 | -2.0 | -3 | 4 | 27* | -10 | 8 | nt | -4 | 22 | -2
COc1ccc(-c2nn(C)c(=O)c3ccccc23)cc1NS(C)(=O)=O | -1.0 | 13 | 2 | 3 | -3 | 3 | -5 | 3 | -2 | 0
COc1ccc(N(CC(=O)Nc2ccc(F)c(F)c2)S(=O)(=O)c2c(C)n[nH]c2C)cc1 | -1.2 | -3 | 3 | -8 | 28* | 5 | -13 | 0 | 0 | 2
CCOC(=O)c1c(C)n(C)c2ccc(OC(=O)c3ccc([N+](=O)[O-])cc3)cc12 | 0.2 | 11 | -2 | 6 | 3 | -4 | 6 | 0 | -1 | 0
CCCOc1ccc(C2C(C(=O)c3ccco3)=C(O)C(=O)N2CCCn2ccnc2)cc1OC (configuration not stated) | -0.5 | -3 | 10 | 5 | -3 | 0 | 1 | 1 | 1 | 2
C=C1[C@@H](O)[C@H](CC(C)C)N(Cc2ccccc2Br)S1(=O)=O | 0.2 | 2 | 0 | 3 | -2 | -3 | -14 | -1 | 2 | 2
CCCCCCCC(=O)O | 0.2 | 0 | -1 | 0 | -6 | -6&-4 | 8 | 2 | 4 | -1
CC(C)(Oc1ccc(Cl)cc1)C(=O)NCc1ccco1 | 0.2 | 2 | 6 | -3 | -4 | -2 | -17 | 3 | -6 | -1
Cc1cc(NC(=O)CSc2nnnn2-c2ccccc2F)no1 | -1.5 | -18 | 3 | 1 | 3 | 5 | -6 | -7 | 2 | -2
CCCCSc1nc(O)c(C2OC(=O)c3c2ccc(OC)c3OC)c(=O)n1C (configuration not stated) | -2.3 | 0 | 3 | 3 | 8 | 0 | 6 | -2 | -1 | 0
COc1cccc(/C=C2\SC(=S)N(NS(=O)(=O)c3ccc(C)cc3)C2=O)c1OC | -1.8 | -1 | 75* | 8 | -7 | -7 | -24 | 0 | -10 | 9
O=C(N/N=C/c1ccc2c(c1)OCO2)c1sc2cccc(Cl)c2c1Cl | 1.5 | 3 | 8 | -36 | 4 | -7 | -17 | -3 | 5 | 2
Cc1ccc2c(c1)c(-c1csc(N)n1)c(C)n2C | -4.2 | 9 | 9 | -8 | -20 | 9 | 11 | 16 | -20 | -4
O=C(COc1cccc(C(F)(F)F)c1)Nc1ccc2[nH]ncc2c1 | 0.9 | 5 | -2 | 4 | 5 | -1 | 1 | -2 | -4 | 2
S=C(NN=C1CCCCCC1)Nc1ccc(Cl)cc1 | -2.5 | 3 | 3 | 5 | 2 | 6 | -10 | 1 | 2 | 2
SMILES | PG9 Ab binder | TDP2 absorb | rCAG binder | SIAE primary | TCR CD3 inh | NR1D1 modulator | HTRA1 inh | PRMT1 inh | mABHD4 FP | LEDGF integ inh
CCOC(=O)c1[nH]c2ccccc2c1NC(=O)c1ccc(S(=O)(=O)N2CCCCC2)cc1 | -1.6 | -15 | 8 | -7 | -10 | -2 | -7 | 6 | 3 | -3
CN(C)/C=C/C(=O)c1cnc(-c2ccc(Cl)cc2)s1 | -0.6 | 7 | 3 | -2 | -6 | 1 | nt | -1 | -4 | -1
CCCCC1=CC2=C(c3ccco3)C(=O)C(C)(OC(=O)c3ccc(OC)cc3)C(=O)C2=CN1CCCCO (configuration not stated) | 13* | 8 | -6 | -2 | 0 | 2 | 6 | 10 | 10 | -2
COc1ccc(/C=N/NC(=O)c2ccc3c(c2)OCCO3)c(OC)c1 | 0.0 | -2 | -5 | -1 | 11 | 4 | -3 | -5 | -2 | -1
COc1cccc(N(C(=O)Cn2nnc(-c3cccs3)n2)C(C(=O)NC2CCCCC2)c2ccncc2)c1 (configuration not stated) | 1.6 | -4 | -2 | 2 | 5 | 6 | 8 | -2 | -2 | 1
Cc1cc(Cl)ccc1OCCCC(=O)N1CCOCC1 | -0.6 | 9 | -6 | 3 | 4 | 4 | -5 | 0 | 1 | 0

Entries listed so far containing a nitro group on carbon, in the order listed:
SMILES | PG9 Ab binder | TDP2 absorb | rCAG binder | SIAE primary | TCR CD3 inh | NR1D1 modulator | HTRA1 inh | PRMT1 inh | mABHD4 FP | LEDGF integ inh
Cc1nn(CC(=O)N2CCN(C34CC5CC(CC(C5)C3)C4)CC2)c(C)c1[N+](=O)[O-] | -3.3 | -3 | 4 | 0 | 1 | -2 | 2 | -4 | -2 | 0
O=C(CCl)NCCCN(C(=O)C(Cl)Cl)c1ccc([N+](=O)[O-])cc1 | -1.8 | 0 | 3 | -1 | 10 | -4 | 2 | -2 | -6 | -4
CCOC(=O)c1c(C)n(C)c2ccc(OC(=O)c3ccc([N+](=O)[O-])cc3)cc12 | 0.2 | 11 | -2 | 6 | 3 | -4 | 6 | 0 | -1 | 0

These rows are one share of the data; rates above refer to the full screens.
